Screening results (PubChem BioAssay)
miR-122 sensor – miR-122 Renilla sensor signal increase in Huh7, primary screen, miR-122 inhibitor project, cell-based, single point, plate reader | activation (reporter increase), % at 12.5 µM | AID 602342, 2012 | actives 0.3% (n = 340,000) | Huh7 miR-122 Renilla luciferase sensor, 48 h; neutral wells = 0, positive control = 100;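 active = mean replicate activation score at least 90 and every replicate individually at or above 90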;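 note: higher luciferase means less miR-122 activity so hits act as miR-122 inhibitors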
PGC1a acetyl inh – inhibitors of PGC1a acetylation signal, primary screen, cell-based, U2OS, AlphaScreen, inhibitor mode; AlphaScreen anti-acetyl-lysine; with virally co-expressed GCN5 acetyltransferase; actives 0.17% (n = 350,000); AID 651687, 2012; inhibition, % at 15.6 µM;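 active = every replicate shows inhibition of at least 40%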;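 note: 0% = neutral control wells and 100% = positive control wells; some results beyond the cut were filed as inactive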
FN deposition inh – inhibitors of fibronectin matrix deposition, primary screen, AH1F cells, Alexa488-fibronectin fluorescence, plate reader; inhibition, % at 12.6 µM; actives 0.086% (n = 350,000); AH1F fibroblasts, overnight; AID 743247, 2014;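 active = mean inhibition across replicates of 30% or more, regardless of how many single replicates reach that level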;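 note: positive control wells lacked labelled fibronectin entirely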
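Test system: AH1F fibroblast monolayer depositing Alexa488-labelled fibronectin into matrix. Input: 10000 cells per well. Technique: fluorescence, ex 485 nm, em 525 nm. Buffer or medium: DMEM plus 2% serum, read in PBS. Timing: 1 h cell adhesion before compound, then overnight fibronectin incubation. Compound: single dose, pinned. Read-out basis: inhibition from reduced deposited-fibronectin fluorescence.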
PglD DTNB – C. jejuni PglD acetyltransferase inhibitors, primary screen, biochemical, DTNB colorimetric, single point; purified PglD enzyme, DTNB colorimetric CoA detection; inhibition, % at 12.5 µM; actives 0.098% (n = 360,000); in the data active = inhibition above about 16%, passing the limit was not always enough; note: strong numbers were not always called active
Cneo AK release – Cryptococcus neoformans cell lysis inducers, primary screen, AK release luminescence, single concentration; C. neoformans lysis, adenylate kinase release luminescence, 4 h; normalised: neutral wells 0, clomiphene wells 100; lysis activity, % at 15 µM; actives 0.2% (n = 360,000); AID 651654, 2012;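 active = mean lysis activity across replicates of at least 80%, whatever share of replicates individually reach that level; inactive = mean lysis activity below 80%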
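Signal: Adenylate kinase release luminescence | Assay system: Log-phase Cryptococcus neoformans yeast cells | Input: Cells at 5 × 10^6 per mL | Buffer or medium: Fresh YPD growth medium | Compound: Single dose | Schedule: Static 4 h at 37 °C with compound, 1 h detection | Controls: Clomiphene | Read-out: Luminescence rise reflecting yeast cell lysis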
CFTR F508del cor – F508del CFTR correction, initial screen, CFBE line, single point; activity (quench increase), % at 7.58 µM; CFBE cells, YFP halide quenching; stimulated with forskolin plus potentiator P3; % fluorescence drop versus neutral controls; AID 720511, 2013; actives 0.36% (n = 350,000);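 active = mean added fluorescence quench of at least 8% versus neutral control, with both replicates also reaching 8%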;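 note: cells transiently co-express mutant CFTR-F508del with the halide-sensitive YFP; corrector assay measuring rescue of mutant channel to the surface after 24 h compound exposure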
INS-1E GSIS act – GLuc luminescence reporter in INS-1E cells, primary screen for activators of glucose-dependent secretion of insulin; INS-1E GLuc reporter insulin secretion, 2-3 h; activation, % at 16.6 µM; actives 0.61% (n = 370,000);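 active = lowest replicate activation of at least 40%, so every replicate reaches that level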;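 note: 0% = median of neutral control wells and 100% = median of IBMX positive control wells; some compounds called inactive have numbers as strong as hits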
Statin myotox sup – suppressors of statin myotoxicity in C2C12 myotubes, primary screen, cell-based, single point, plate reader | AID 602340, 2012 | actives 0.78% (n = 330,000) | rescue of ATP level, % at 7.49 µM | C2C12 myotubes + simvastatin, ATP luminescence, 48 h; scaled: DMSO 0, geranylgeraniol control 100;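 active = mean ATP rescue above about 67%, or every replicate alone reaching that limit, limit read from the data, passing the limit was not always enough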;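 note: myotubes were challenged with 10 µM simvastatin during compound exposure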
Active calls of the source: *; / = not tested or not shown; [ ] = remark or other dose.

Values in the order – PglD DTNB, FN deposition inh, INS-1E GSIS act, Statin myotox sup, Cneo AK release, miR-122 sensor, PGC1a acetyl inh, CFTR F508del cor
COc1cccc(NC(=O)C2CCCO2)c1 (stereo unspecified)
  2, 5, 24, -6, 1, 10, 7, -1.8
COC(=O)c1ccc(COC(=O)C(CCS(C)(=O)=O)N2C(=O)c3ccccc3C2=O)cc1 (stereo unspecified)
  -1, 12, 27, /, -5, 0, -6, /
CC1(C)CC(=O)C=C(C(=O)N2CCCC(C(=O)c3cccc(C(F)(F)F)c3)C2)O1 (stereo unspecified)
  4, 1, 3, /, 26, /, /, -4.6
Cc1ccc(S(=O)(=O)/C(C#N)=C/c2c(N3CC(C)OC(C)C3)nc3c(C)cccn3c2=O)cc1 (stereo unspecified)
  -20, /, /, 1, 5, -12, 1, /
Cc1cccc(CSC2=CS(=O)(=O)c3ccccc3N2)c1
  4, /, 16, -4, -4, 0, 4, /
N#CC1C(=O)NC(N2CCN(c3ccccc3)CC2)=NC12CCCCC2 (stereo unspecified)
  1, -7, /, 4, 1, 3, -4, /
Cc1ccccc1-c1ccc([C@@H]2[C@@H](CO)N3CCCCN(S(=O)(=O)c4ccc(F)cc4)C[C@@H]23)cc1
  -1, /, -6, 26, -5, -2[16.7 µM], 1, -3.5
C[C@@H]1CN([C@H](C)CO)S(=O)(=O)c2ccc(-c3ccc(C(=O)N(C)C)cc3)cc2O[C@H]1CN(C)C(=O)C1CC1
  /, /, 3, -10, /, 3[16.7 µM], -6, 0.5
CCC(=O)c1ccccc1OCCCn1cncn1
  0, /, /, 0, 8, -4, -14, /
Cc1ccnc(NC(=O)c2ccc(Br)s2)c1
  2, 3, 5, -2, -9, /, 1, 4.7

Among those listed so far, 2 contain four or more nitrogen atoms:
Values in the order – PglD DTNB, FN deposition inh, INS-1E GSIS act, Statin myotox sup, Cneo AK release, miR-122 sensor, PGC1a acetyl inh, CFTR F508del cor
Cc1ccc(S(=O)(=O)/C(C#N)=C/c2c(N3CC(C)OC(C)C3)nc3c(C)cccn3c2=O)cc1 (stereo unspecified)
  -20, /, /, 1, 5, -12, 1, /
N#CC1C(=O)NC(N2CCN(c3ccccc3)CC2)=NC12CCCCC2 (stereo unspecified)
  1, -7, /, 4, 1, 3, -4, /

The listing continues:
Values in the order – PglD DTNB, FN deposition inh, INS-1E GSIS act, Statin myotox sup, Cneo AK release, miR-122 sensor, PGC1a acetyl inh, CFTR F508del cor
CCC(C)(C)C1CCc2[nH]nc(C(=O)NCC3CC3)c2C1 (stereo unspecified)
  -6, -2, /, 6, -2, -7, 1, -2.3
COc1ccc(Cc2nc(C)cc(Cl)n2)cc1[N+](=O)[O-]
  4, -5, 1, 2, 0, -11, /, -2.5
Cn1c(=O)c2cn(Cc3ccc(Cl)cc3)cc2n(C)c1=O
  0, 0, /, 6, 0, 11, -4, /
Brc1ccc2nc(-c3c[nH]c4ccccc34)cn2c1
  -4, -3, -16, 22, -9, 13, 5, 1.0
Cc1ccc(CNC(=O)CS(=O)(=O)c2cn(CC(=O)N3CCOCC3)c3ccccc23)cc1
  9, 2, 45, /, 0, /, /, 0.5
CN1C(=O)C2(c3ccccc31)c1c(oc3ccccc3c1=O)C(=O)N2CCCO (stereo unspecified)
  /, -8, -13, /, /, /, -14, 0.3
Cc1ccc(-c2nc3ccccc3c(C(=O)NCc3cccs3)c2C)cc1
  10, /, /, 21, -2, 2, 2, /
CC(=O)N(Cc1cc(=O)[nH]c2ccccc12)c1cccc(C)c1
  6, /, /, 13, 0, 3, 34, /
C[C@@H]1CN([C@H](C)CO)C(=O)c2cc(NC(=O)CCC(F)(F)F)ccc2O[C@@H](C)CCCCO[C@H]1CN(C)Cc1ccccc1
  0, -4, -5, 38, 0, -3[16.7 µM], 4, -0.1
CCCNC(=O)C[C@H]1C[C@@H]2c3cc(NC(=O)NC4CCCCC4)ccc3O[C@@H]2[C@H](CO)O1
  -3, 6, -4, 4, 3, -2[16.7 µM], -1, 4.5
O=C(C(=O)N1CCOCC1)c1cn(CC(=O)N2CCc3ccccc3C2)c2ccccc12
  -1, 0, 4, 4, 0, -2, -1, -0.3
Cc1cccc(N2CCN(C(=O)c3csc4ccccc34)CC2C)c1 (stereo unspecified)
  6, -4, -21, -3, -1, 37, -3, /
Cc1ccc(OCC(=O)Nc2sc3c(c2C#N)CCC3)cc1C
  -7, -5, /, -3, 0, -8, -7, /
COCC(=O)Nc1ccc2c(c1)OC[C@H](C)N(C)C[C@@H](C)[C@@H](OC)CN(C)C2=O
  -1, 5, 11, 2, 2, -4[16.7 µM], 7, 0.3
Cc1noc(C)c1NC(=O)Nc1ccc2c(c1)C(=O)N([C@H](C)CO)C[C@H](C)[C@H](CN(C)Cc1ccc3c(c1)OCO3)OCCCC[C@H](C)O2
  -2, -12, 8, /, 1, 9[16.7 µM], -2, 0.5
CC(C)(C)c1ccc(N2C(=O)CSC2c2cccnc2)cc1 (stereo unspecified)
  -8, 0, -6, 2, -1, -1, /, -1.4
CCOc1nc(Nc2ccc(OC)c(Cl)c2)nc(OCC)n1
  0, 7, /, /, 2, 2, -14, /
O=C(C1CC1)N1C[C@@H]2[C@H](c3ccccc31)[C@H](CO)N2C(=O)c1cccc(F)c1
  3, /, -4, -4, 0, -8[16.7 µM], 1, 1.3
O=C(NNC(=O)c1n[nH]c(=O)c2ccccc12)c1ccc(Br)cc1
  -7, 7, -2, /, 1, 13, -7, -2.2
Cn1ccnc1SCC(=O)Nc1ccc(F)c([N+](=O)[O-])c1
  /, 2, 10, /, /, /, 1, 3.6
O=C(O)/C=C/C(O)c1ccc(Cl)cc1 (stereo unspecified)
  -2, 7, 2, -1, -2, 0, 2, 1.5
O=C(O)CCN1C(=O)C2C3CC(C2C1=O)C1C(c2ccccc2)c2sc(=O)n(-c4ccccc4)c2SC31 (stereo unspecified)
  /, -14, -14, /, /, /, -3, -2.9
C[C@H](CO)N1C[C@H](C)[C@@H](CN(C)Cc2ccc(Oc3ccccc3)cc2)Oc2ccc(NC(=O)Cc3ccccc3)cc2C1=O
  -7, /, -15, -43, 0, -2[16.7 µM], -5, -5.4
CN1CCN(c2cc(=O)n(C3CCCCC3)c(=O)[nH]2)CC1
  2, 1, /, -12, 3, -1, /, 2.1
O=C(COC(=O)c1c[nH]c2ccccc12)NCc1ccccc1
  5, /, 14, 1, 1, -7, 8, -0.4
COc1cccc(NC(=O)N(C)C[C@@H]2Oc3ncc(/C=C/c4ccccc4)cc3C(=O)N([C@@H](C)CO)C[C@@H]2C)c1
  -1, /, -18, 7, -3, -28[16.7 µM], -7, 0.9
CCOc1ccc(/C(O)=C2/C(=O)C(=O)N(c3ncccn3)C2c2ccc(Cl)cc2)cc1 (stereo unspecified)
  -3, -5, -7, /, 0, -2, -4, -0.1
C[C@@H]1CN([C@@H](C)CO)S(=O)(=O)c2ccc(C#CC3CCCC3)cc2O[C@@H]1CN(C)C(=O)C1CC1
  0, /, 2, -44, 7, -8[16.7 µM], -11, -1.9
CN(C)S(=O)(=O)c1c(Cl)cccc1Cl
  -8, 7, 0, -21, 0, -4, 1, /
O=C(c1cccc(F)c1)N1CC[C@@H]2[C@H]1c1cc(-c3cccc(F)c3)ccc1N[C@@H]2CO
  2, 13, -4, -26, -12, -4[16.7 µM], 15, -2.1
CC1(NC(=S)Nc2ccccc2)CCS(=O)(=O)C1 (stereo unspecified)
  -2, 6, 9, /, 1, 5, 5, /
O=C(Nc1cccc(C(=O)N2CCOCC2)c1)c1cccnc1
  2, /, 17, -13, -2, 1, -20, /
COc1cccc(NC(=O)N2C[C@@H](O)COC[C@H]3O[C@H](CC(=O)NC4Cc5ccccc5C4)CC[C@@H]32)c1
  -1, -9, -5, -2, 3, -4[16.7 µM], 14, -0.6
Cc1onc(-c2c(Cl)cccc2Cl)c1C(O)c1ccccc1 (stereo unspecified)
  -5, -4, -12, 36, -1, 3, -6, 0.2
Cc1ccc(OC(=O)c2ccc3c(=O)n4c(nc3c2)CCC4)cc1
  1, 6, -9, 3, -6, -6, /, -2.7
CCOCCCNCc1cc(Cl)cc(Cl)c1OCC
  /, 1, 11, -12, /, 13, -8, 0.0
CCCNC(=O)N1C[C@@H](O)COC[C@H]2O[C@@H](CC(=O)NCCCN3CCOCC3)CC[C@@H]21
  -4, -6, 2, -16, -1, 4[16.7 µM], 0, 2.8
Cc1cc2oc(C(=O)N(Cc3ccco3)C3CCS(=O)(=O)C3)cc(=O)c2cc1Cl (stereo unspecified)
  2, -5, /, -9, 4, 1, -7, /
CC(NC(=O)CN(C)S(=O)(=O)c1ccc2c(c1)c(=O)n(C)c(=O)n2C)c1ccccc1 (stereo unspecified)
  1, 5, 9, 1, -2, -3, 13, 3.1
C/C(=N/NC(=O)c1cc2ccccc2cc1O)C1C(=O)c2ccccc2C1=O
  -3, -3, /, -12, 0, 2, 0, /
Cc1ccc(/C=N/n2cc(-c3ccccc3)[nH]c2=S)s1
  -10, -20, 9, -15, -1, 10, /, -4.7
CCCCNC(=O)c1onc(CSc2cc(C)ccc2C)c1C(=O)O
  -1, 9, -3, -1, 1, -6, 0, -2.4
Cc1ccc(S(=O)(=O)N(C)C[C@@H]2Oc3ccc(NS(=O)(=O)c4c(C)noc4C)cc3C(=O)N([C@@H](C)CO)C[C@@H]2C)cc1
  3, /, 1, -22, -3, -4[16.7 µM], 5, -3.1
COc1cc(C(=O)NCC(=O)N/N=C\C(C)=C/c2ccccc2)cc(OC)c1OC
  8, 0, -12, -2, -1, -1, /, 0.3
CCOc1ccc(CCNC(=O)c2ccc(C)c(NC3=NC4CS(=O)(=O)CC4S3)c2)cc1 (stereo unspecified)
  -4, 1, 12, 23, -1, -1, -7, -2.1
O=C1NCCCc2c1no[n+]2[O-]
  6, /, /, -3, 1, -1, -24, /
Nc1nc(-c2ccc(Br)cc2)cc(C(F)(F)F)n1
  -3, 0, /, -2, -1, -12, 3, /
Cc1cc2nc(-c3ccccn3)c(-c3ccccn3)nc2cc1C
  -2, 0, 4, 30, -2, /, /, 0.9
CCNc1ccc(P(=O)(c2ccccc2)c2ccccc2)cc1
  /, 6, -16, /, /, /, -1, 2.6
CC(C)C1OC2c3cccc4cccc(c34)C2N1c1ccccc1 (stereo unspecified)
  -1, -4, /, -12, 5, -2, -10, /

Following part.
Values in the order – PglD DTNB, FN deposition inh, INS-1E GSIS act, Statin myotox sup, Cneo AK release, miR-122 sensor, PGC1a acetyl inh, CFTR F508del cor
CCOC(=O)c1cc2c(ccn2C)n1CC(=O)N(Cc1ccccc1)c1ccc(F)cc1
  -5, -14, -29, /, -2, -14, /, /
COc1ccccc1N1CCN(S(=O)(=O)c2c(C)sc3ncn(CC(=O)NCCN(C)C)c(=O)c23)CC1
  1, 4, 4, 20, -3, /, /, -3.3
COc1ccccc1/C=C/C=N\N1CCN(Cc2ccccc2Cl)CC1
  -6, -4, -11, 14, 1, -1, -22, /
CC1CCN(C(=O)CSc2ccc(-c3cccc([N+](=O)[O-])c3)nn2)CC1
  -4, 4, 0, -3, -4, 0, 4, 4.2
Cc1c(NC(=O)CSc2ccc(Cl)cc2)cccc1-c1nc2cc(Cl)ccc2o1
  -3, 4, /, 3, 0, -2, -2, -1.5
CCCCc1nnc(NC(=O)CC(=O)Nc2ccccc2C(=O)O)s1
  -2, /, /, /, 0, 1, -19, /
